Rin1-Abl PPI inh = inhibitors of Rin1-Abl protein binding, primary screen, biochemical, TR-FRET; 0.4% of 360,000 active; AID 588664, 2011; inhibition, % at 7.35 µM; Tyrosine-protein kinase ABL1 (Homo sapiens) + Ras and Rab interactor 1 (Homo sapiens), …; in the data active means inhibition above about 5%, passing the limit was not always enough
CSN inh = inhibitors of CSN-mediated cullin deneddylation, primary screen, biochemical, fluorescence polarization, uHTS; inhibition, % at 12.5 µM; Purified CSN, SCF-Nedd8-OG deneddylation; 0.38% of 360,000 active; COP9 signalosome complex subunit 5 (Homo sapiens), Q92905;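 active means pattern-corrected inhibition above about 35%, with an unprinted fluorescence ratio check between 0.5 and 1.5, limit read from the data, passing the limit was not always enough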;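 further: 0% = enzyme with substrate and 100% = substrate without enzyme; some results filed as inactive read as strong as hits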
Target sequence (Q92905 whole entry, looked up, one chain of several): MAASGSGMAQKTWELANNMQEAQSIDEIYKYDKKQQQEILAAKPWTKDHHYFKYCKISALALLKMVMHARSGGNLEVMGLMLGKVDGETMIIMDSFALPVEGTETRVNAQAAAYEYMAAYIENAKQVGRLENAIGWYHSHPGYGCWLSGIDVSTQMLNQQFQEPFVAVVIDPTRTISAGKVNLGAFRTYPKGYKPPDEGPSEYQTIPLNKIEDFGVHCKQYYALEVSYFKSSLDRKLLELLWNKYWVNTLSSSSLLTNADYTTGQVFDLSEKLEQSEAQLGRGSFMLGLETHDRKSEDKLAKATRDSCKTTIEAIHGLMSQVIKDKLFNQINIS
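Schedule: reaction 90 min, room temperature / Assay system: HEK293T-derived human Csn5 enzyme / Input: Csn5 at 0.24 nM final / Measure: inhibition of Csn5 cleavage, % / Control set: substrate-only high control, full reaction low control / Technique: fluorescence polarization of the substrate / Buffer or medium: Tris/NaCl/DTT buffer, pH 7.5 / Reagent: SCFSkp2-Nedd8OG substrate at 10 nM final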
PABP1 MLLE inh = inhibitors of PABP1 MLLE–PAM2 peptide binding, primary screen, biochemical, fluorescence polarization, FITC-PAM2, GST-MLLE; inhibition, % at 20 µM; AID 588489, 2011; 0.36% of 360,000 active; Polyadenylate-binding protein 1 (Homo sapiens), P11940; in the data active means inhibition above about 35%, passing the limit was not always enough;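 further: plate controls were DMSO wells with GST-MLLE for no effect and wells lacking GST-MLLE protein for full effect; some results filed as inactive read as strong as hits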
MT1-MMP act inh = blockers of MT1-MMP proenzyme processing, primary screen, HT1080 RFP-PRO-GFP cells, GFP/RFP fluorescence. Matrix metalloproteinase-14 (Homo sapiens), P50281. GFP/RFP ratio fluorescence, overnight; percent of plate control window, DMSO zero. GFP/RFP ratio change, % at 20 µM. 0.061% of 360,000 active;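 active means GFP/RFP ratio change of at least 30% with cell ATP level not reduced by more than half and red fluorescence within 50% of control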; further: strong numbers were not always called active
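Assay system: HT1080 RFP-PRO-GFP cells | Dosing: 20 µM single dose, 1% DMSO | Incubation: Cells overnight before dosing, compound overnight, 37 °C, 5% CO2 | Evaluation: GFP/RFP fluorescence ratio | Control set: DMSO-only wells and HT1080 RFP-L50D-GFP cell wells as references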
MsrA inhibitor = bovine MsrA enzyme inhibitors, primary screen, biochemical, absorbance, HTS | Methionine sulfoxide reductase A (Bos taurus) | 0.75% of 360,000 active | AID 651718, 2012 | inhibition, % at 15.5 µM | purified bovine MsrA, absorbance read-out; in the data active means inhibition above about 4.5%;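 further: 0% = vehicle wells with enzyme and 100% = reference inhibitor wells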
FAS-TE inh = FAS thioesterase domain inhibitors, primary screen, biochemical, fluorescence intensity, uHTS; Fatty acid synthase (Homo sapiens), P49327; recombinant FAS-TE, OMFH fluorogenic substrate, fluorescence endpoint; 0.67% of 360,000 active; inhibition, % at 15 µM;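 active means compounds whose normalised, plate-corrected inhibition of enzyme fluorescence in the single-dose primary screen is 50% or more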;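 further: 0% = DMSO with enzyme and 100% = substrate without enzyme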
MsrA act = bovine MsrA enzyme activators, primary screen, biochemical, absorbance, HTS; Methionine sulfoxide reductase A (Bos taurus); 0.3% of 360,000 active; purified bovine MsrA, absorbance read-out; activation, % at 10.6 µM; in the data active means activation above about 7.5%;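 further: 0% = vehicle and 100% = reference activator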
eLon inh = inhibitors of E. coli Lon protease, primary screen, biochemical, fluorescence polarization; purified E. coli Lon protease; AID 602123, 2011; inhibition, % at 7.94 µM; 0.42% of 360,000 active; in the data active means inhibition above about 13%, passing the limit was not always enough;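 further: 0% = enzyme with probe and DMSO and 100% = no enzyme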
Target sequence (P0A9M0 whole entry, looked up): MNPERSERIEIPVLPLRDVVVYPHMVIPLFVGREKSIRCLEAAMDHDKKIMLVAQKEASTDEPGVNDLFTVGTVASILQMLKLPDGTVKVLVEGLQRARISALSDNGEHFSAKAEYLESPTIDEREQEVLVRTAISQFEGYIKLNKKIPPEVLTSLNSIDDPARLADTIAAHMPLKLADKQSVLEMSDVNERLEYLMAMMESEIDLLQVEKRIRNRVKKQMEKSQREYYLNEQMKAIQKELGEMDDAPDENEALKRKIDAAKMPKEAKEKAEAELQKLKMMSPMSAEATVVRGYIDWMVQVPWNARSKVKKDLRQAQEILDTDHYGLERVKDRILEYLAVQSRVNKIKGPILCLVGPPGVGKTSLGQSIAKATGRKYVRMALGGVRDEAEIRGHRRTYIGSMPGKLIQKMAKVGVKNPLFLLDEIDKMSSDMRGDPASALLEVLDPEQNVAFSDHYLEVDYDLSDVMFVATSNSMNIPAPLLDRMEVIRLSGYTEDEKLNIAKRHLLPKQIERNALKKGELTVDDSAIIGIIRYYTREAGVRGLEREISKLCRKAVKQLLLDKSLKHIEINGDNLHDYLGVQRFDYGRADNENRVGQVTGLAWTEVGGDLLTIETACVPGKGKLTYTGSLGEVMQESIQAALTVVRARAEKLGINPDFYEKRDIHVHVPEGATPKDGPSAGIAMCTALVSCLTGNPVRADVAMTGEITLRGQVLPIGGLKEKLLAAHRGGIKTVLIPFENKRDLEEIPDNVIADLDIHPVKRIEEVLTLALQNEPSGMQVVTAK
Rpn11 inh = Rpn11 (PSMD14) deubiquitinase inhibitors, primary screen, biochemical, fluorescence polarization, uHTS. 26S proteasome non-ATPase regulatory subunit 14 (Homo sapiens), O00487. human 26S proteasome, Ub4-pepOG fluorescence polarization; 20S core pre-blocked with epoxomicin. calls only at 20 µM. 0.59% of 360,000 active. AID 588493, 2011;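 active means inhibition at 20 µM, scaled to each plate's controls, above about 33%, limit read from the data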
* hit, by the source's call; i = inactive; x = no result given.

SMILES	Rin1-Abl PPI inh	CSN inh	PABP1 MLLE inh	MT1-MMP act inh	MsrA inhibitor	FAS-TE inh	MsrA act	eLon inh	Rpn11 inh
CCC(C)[C@@H](C(=O)NCC1CCC(C(=O)O)CC1)n1nnc2ccccc2c1=O (some centres undefined)	-3.6	1.4	-12.9	-3.0	1.0	-11.8	-3.6	-3.4	i
COc1ccccc1-c1cc(C(=O)Nc2cc(C)on2)no1	2.1	-1.5	-12.1	5.8	0.4	-2.0	-0.1	-9.0	i
COc1ccc(OCC(O)CN2CCC(CN3C(=O)c4cccc5cccc(c45)C3=O)CC2)cc1 (centres undefined)	-9.9	2.0	-5.8	-2.4	1.0	-7.1	-11.7	4.3	i
Cc1ccc[n+](C(C)C(=O)c2ccc(Cl)cc2)c1 (centres undefined)	1.0	7.1	6.9	-1.1	-1.0	-7.3	3.3	-6.6	i
Nc1nonc1-n1nnc(C(=O)c2ccccc2)c1-c1ccccc1	0.1	0.6	8.2	-3.8	-0.1	10.2	-8.3	-6.6	i
CCOc1ccc(Nc2nc(Cc3nnc(SCC(=O)NC4CCCC4)n3C)cs2)cc1	1.1	1.7	-32.5	-0.4	-0.8	-7.2	0.8	-3.8	i
O=C(NC1(O)C(=O)c2ccccc2C1=O)c1c(Cl)cccc1Cl	13.8*	8.6	20.0	5.7	0.9	-0.8	0.5	5.7	i
O=C(CCc1ccc(S(=O)(=O)NCCc2ccccc2)cc1)Nc1ccc2c(c1)OCCO2	-3.2	-5.2	3.1	-4.7	-0.1	7.3	-1.4	5.8	i
Cc1noc(C)c1CSc1nc2ccccc2nc1NS(=O)(=O)c1ccc(Cl)cc1	-3.0	-0.4	-5.9	-9.4	x	13.7	-4.2	5.4	i
CCN(CC)CCOc1ccc2c(c1)C(=NO)c1cc(OCCN(CC)CC)ccc1-2	-11.1	3.2	-7.2	13.7	0.0	-11.1	-1.4	-7.5	i
CCN(C(=O)c1cc(S(=O)(=O)N2CCc3ccccc32)cn1C)c1ccccc1	-1.2	1.5	2.8	-3.5	-0.6	5.8	3.8	0.6	i
COc1ccc(CC(=O)NNS(=O)(=O)c2cccc([N+](=O)[O-])c2)cc1OC	2.0	-4.7	-4.1	1.3	-0.9	-1.0	-0.7	-2.4	i
CCn1c(SCC(=O)Nc2cc(C)on2)nnc1-c1ccc(S(=O)(=O)N2CCN(C)CC2)cc1	-1.3	-2.9	0.1	-0.6	1.8	-9.7	0.2	-12.2	i
CN1CCN(NC(=O)c2cccc(S(=O)(=O)N3CCCCCC3)c2)CC1	0.8	-1.8	5.2	4.1	-0.6	-3.5	-1.0	2.6	i
CC1=NN(S(=O)(=O)c2ccc(F)cc2)C(=O)c2ccccc2O1	0.0	-6.1	3.5	1.8	-0.1	-5.5	-11.8	-2.0	i
COc1ccc(C(=O)CN2C(=O)NC(C)(c3ccccc3)C2=O)cc1OC (centres undefined)	1.6	0.3	-11.3	-0.6	2.3	-3.3	1.1	-3.0	i
CCN1C(=O)[C@H]2[C@@H](c3ccc(C)cc3)N3C(=O)N(c4ccc(C(F)(F)F)cc4)C(=O)[C@@]3(CC)[C@H]2C1=O	1.7	0.4	6.2	2.7	0.1	23.9	-2.7	-1.8	i
CCN1C[C@@H]2[C@@H]3C(=O)N(Cc4ccccc4)C(=O)[C@@H]3[C@](C)(C1=O)N2C(=O)c1ccc(F)cc1	-0.4	-2.2	12.7	-0.3	2.0	-8.5	-2.1	4.8	i
O=C(Nc1cccc(Cl)c1Cl)c1cc(S(=O)(=O)NCCc2ccccc2)ccc1F	-1.9	-13.3	-10.1	0.7	1.3	8.1	-3.9	-4.9	i
Cc1cc(C)cc(NC(=S)N(C)C)c1	3.3	-2.4	-93.7	3.6	-0.6	-3.9	-2.1	-5.4	i
N#Cc1ccc(-c2csc(NNC(=O)c3ccccc3)n2)cc1	-2.1	5.9	-103.9	7.0	1.3	4.1	-2.6	3.6	i
O=C(CN1CCCC1c1cccs1)Nc1cccc(S(=O)(=O)N2CCCC2)c1 (centres undefined)	1.5	-3.5	-10.8	2.4	0.4	13.8	-1.4	-6.1	i
CC(=O)c1ccc(N2CCN(C(=O)C(=O)c3cn(CC(=O)N4CCCCCC4)c4ccccc34)CC2)cc1	0.9	-0.3	-5.0	-4.8	0.9	-5.0	-2.0	5.2	i
COc1ccc(NC(=O)COc2ccc(C(=O)NCc3cccnc3)cc2OC)cc1	4.2	-3.3	8.3	4.3	-0.8	1.6	-4.0	-1.4	i
Cc1ccc(NC(=O)C2CCN(C(=O)NC3CCCCC3)CC2)cc1Cl	5.0	1.1	5.0	-3.0	1.2	-2.0	1.2	-1.8	i
COCCNC(=O)/C(=C/c1ccccc1Cl)c1ccccc1	-4.4	-4.2	-2.6	-4.6	-0.1	-12.3	-8.9	9.6	i
CCN(Cc1ccccc1)C(=O)c1cc2cc(OC)c(OC)cc2[nH]1	2.0	5.4	-20.3	-0.6	3.4	-0.9	1.5	0.4	i
CCCC(=O)NC(c1ccccc1)c1ccc2cccnc2c1O (centres undefined)	4.4	4.0	6.5	9.5	0.4	5.9	-8.6	4.6	i
Cc1nc(NC(=O)C2CC2)sc1C(=O)NC1CCCCC1	0.3	-1.4	-4.2	2.5	-0.3	-4.3	-6.8	-1.6	i
COC(=O)C(=C/C=C/c1cccnc1)C(=O)OC	-0.3	-10.7	-2.0	-3.3	3.0	-4.7	-4.2	-2.8	i
Cc1onc(-c2ccccc2)c1C(=O)OCC(=O)N(C)c1c(N)n(Cc2ccccc2)c(=O)[nH]c1=O	-0.4	-1.4	-11.2	-4.3	0.1	-10.6	-0.2	3.4	i
Cc1ccc(S(=O)(=O)N2CCN(C(=O)CN3C(=O)c4ccc([N+](=O)[O-])cc4C3=O)CC2)cc1C	-2.7	-2.6	4.8	11.6	-0.2	18.8	-4.5	-1.2	i
COC(=O)c1cc(C(=O)NC(C)C2CC3CCC2C3)cc([N+](=O)[O-])c1 (centres undefined)	0.9	-0.3	-6.7	-0.4	0.2	50.5*	-2.2	13.5	i
CCCS(=O)(=O)N1CCCC(C(=O)Nc2ccc3c(c2)CCC3)C1 (centres undefined)	-0.7	0.9	-6.4	-3.2	-0.4	1.1	1.4	4.7	i
O=C(CN1C(=O)c2ccccc2S1(=O)=O)c1ccc2c(c1)OCCCO2	1.0	0.0	1.4	-2.0	-1.7	49.2	-0.7	-5.6	i
O=C(Nc1ccc(F)cc1)C(c1ccccc1)N1CCN(C(=O)c2ccco2)CC1 (centres undefined)	5.1	-1.5	-1.3	0.5	1.3	-5.0	-6.7	6.4	i
Cn1nc(C(=O)NNC(=O)c2cccc(Cl)c2)c2ccccc2c1=O	0.0	1.1	6.6	5.1	0.8	-2.0	-4.0	-5.5	i
COc1ccccc1-c1cc(C(F)(F)F)nc(N2CCCC2)n1	-1.3	-2.0	5.5	-5.7	0.9	23.1	-3.2	-10.5	i
Cc1ccc(N(C(=O)Cc2cccs2)C(C(=O)NC2CCCC2)c2ccncc2)cc1 (centres undefined)	2.3	0.9	10.0	1.7	-1.2	0.5	-8.9	-0.9	i
O=C(C1CCN(C2CC(=O)N(c3ccc(Cl)cc3)C2=O)CC1)N1CCOCC1 (centres undefined)	-0.5	2.3	7.9	4.0	-0.9	-2.9	-1.8	5.3	i
CN(C(=O)COC(=O)c1ccccc1Cc1ccccc1)C1CCS(=O)(=O)C1 (centres undefined)	-2.1	-4.6	-14.3	-2.5	-1.8	-3.5	-1.6	-9.6	i
COc1ccc(C(=O)NCCCOC(=O)c2ccc(OC)cc2)cc1	-1.3	-2.5	-5.5	0.3	-0.3	-3.8	-3.1	-14.1	i
CN(Nc1cccc(Cl)c1)c1cccc(Cl)c1	5.0	-3.6	20.2	1.3	1.3	27.1	-9.6	13.3	i
COc1ccc(C2CC(c3ccc(C)cc3)=NN2C(=O)CCC(=O)O)cc1OC (centres undefined)	0.4	0.1	-2.0	-0.6	-1.8	-1.9	-1.7	-15.1	i
CCOC(=O)N1CCC(n2c(=S)[nH]c3cc(OCC)c(OCC)cc3c2=O)CC1	1.0	-0.9	-69.3	0.6	0.9	-8.2	-1.9	2.6	i
CC1CCCCC1NC(=O)CO/N=C/c1ccccc1OC(F)F (centres undefined)	-4.1	1.6	-14.9	-5.9	0.1	0.9	1.2	3.5	i
COc1cccc(C(=O)NC2CCCc3c2cnn3-c2ccc(C)c(C)c2)c1OC (centres undefined)	-1.2	2.1	-9.2	2.3	-0.6	6.7	-1.5	1.5	i
COc1ccc(Cn2cc(CN3CC(N4CCSCC4)CS3(=O)=O)nn2)cc1 (centres undefined)	x	-4.9	x	2.3	0.3	-7.8	-9.2	5.8	x

3 entries from above, set out differently:
| molecule | Rin1-Abl PPI inh | CSN inh | PABP1 MLLE inh | MT1-MMP act inh | MsrA inhibitor | FAS-TE inh | MsrA act | eLon inh | Rpn11 inh |
| --- | --- | --- | --- | --- | --- | --- | --- | --- | --- |
| COc1ccccc1-c1cc(C(F)(F)F)nc(N2CCCC2)n1 | -1.3 | -2.0 | 5.5 | -5.7 | 0.9 | 23.1 | -3.2 | -10.5 | i |
| COc1ccc(Cn2cc(CN3CC(N4CCSCC4)CS3(=O)=O)nn2)cc1 (centres undefined) | x | -4.9 | x | 2.3 | 0.3 | -7.8 | -9.2 | 5.8 | x |
| COc1ccc(C2CC(c3ccc(C)cc3)=NN2C(=O)CCC(=O)O)cc1OC (centres undefined) | 0.4 | 0.1 | -2.0 | -0.6 | -1.8 | -1.9 | -1.7 | -15.1 | i |

(listing goes on)
SMILES	Rin1-Abl PPI inh	CSN inh	PABP1 MLLE inh	MT1-MMP act inh	MsrA inhibitor	FAS-TE inh	MsrA act	eLon inh	Rpn11 inh
Cc1ccc(C)c(NC(=O)c2ccc3c(c2)N(Cc2ccc(F)cc2)C(=O)CS3=O)c1 (centres undefined)	2.8	6.3	9.4	0.8	-0.2	-1.9	2.5	4.3	i
Cc1ccc(NC(=O)CN2C(=O)S/C(=C\c3ccc(C(=O)O)cc3)C2=O)cc1	-1.6	-1.2	33.1	2.0	1.1	0.4	-2.0	3.3	i
CCCCn1c(N)c(N(CCOC)C(=O)c2cc(C)oc2C)c(=O)[nH]c1=O	-1.2	-0.5	-1.2	-0.6	-0.5	-6.0	-1.3	0.7	i
Cc1nn(CC(=O)NC2CCC(C)CC2)c(C)c1[N+](=O)[O-] (centres undefined)	-0.9	-3.5	1.6	3.2	-1.0	-3.5	-8.6	-1.2	i
CCCCNC1c2ccccc2C(=O)N1Cc1ccccc1 (centres undefined)	-0.4	0.2	1.9	-2.4	0.5	0.0	-5.2	-4.2	i
CN(C)S(=O)(=O)c1cc(NC(=O)CSc2cccc[n+]2[O-])ccc1Cl	3.5	-1.5	-8.8	2.2	-1.1	-6.2	-5.7	3.3	i
CCOc1ccccc1NC(=O)c1cc(S(=O)(=O)N2CCC3(CC2)OCCO3)ccc1F	-1.2	-0.2	-8.6	-1.3	-0.5	23.1	-2.4	12.2	i

Bioassay records deposited in PubChem by several laboratories.
